# Assay outcomes: PubChem, several laboratories
# SV40 large T antigen = SV40 large T antigen inhibitors, biochemical (AID 1903); 310,000 tested, 0.39% active; SV40 large T antigen ATPase/helicase inhibition assay; higher % means a stronger effect; one-dose inhibition, % at 20 µM; IC50 in µM for titrated hits; in the data active = a potency from the dose series; inconclusive = inhibition mostly from about 32% at the one dose, without a potency; inactive = the rest, 99 in 100 with inhibition below about 32%; note: strong numbers were not always called active
# MgcRacGAP inhibition = MgcRacGAP GTPase-activating activity inhibitors, confirmation, biochemical, ADP Hunter fluorescence. MgcRacGAP-stimulated Rac1 GTP hydrolysis, ADP Hunter fluorescence; higher % means a stronger effect; GST-tagged Rac1 F28L mutant substrate. 340,000 tested, 0.6% active. AID 624330. inhibition, % at 30 µM; hits with a dose series show IC50 in µM;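 active = first-screen hits whose inhibition reached a set limit at any dose in the follow-up dose series; inconclusive = inhibition above the set first-screen limit but never retested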;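 note: fluorescence reports GDP produced by GAP-driven GTP hydrolysis; strong numbers were not always called active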
# West Nile antiviral = West Nile virus antiviral activity, cell-based, CPE readout (AID 1621); West Nile virus-infected cells, CPE inhibition; higher % means a stronger effect; one-dose CPE inhibition, % at 10 µM; IC50 in µM for titrated hits; 290,000 tested, 0.02% active; in the data active = a potency from the dose series; inconclusive = CPE inhibition mostly from about 3.7% at the one dose, without a potency; inactive = the rest, 99 in 100 with CPE inhibition below about 2.2%; note: strong numbers were not always called active
# RSV antiviral HEp-2 = inhibition of RSV-induced cytopathic effect – HEp-2 cells, primary 10 µM value included (AID 2391). HEp-2 cells, RSV-induced CPE inhibition; higher % means a stronger effect. CPE inhibition, % at 10 µM, or IC50 in µM where a hit was titrated. 310,000 tested, 0.13% active; in the data active = a potency from the dose series; inconclusive = CPE inhibition mostly from about 23% at the one dose, without a potency; inactive = the rest, 99 in 100 with CPE inhibition below about 21%; note: strong numbers were not always called active
# NTR1 ag = agonists of NTR1, primary screen, imaging, U2OS cells, beta-arrestin-GFP, high content (AID 493036) | 330,000 tested, 0.17% active | NTR1-U2OS beta-arrestin-GFP spot imaging, agonist mode | activation, % at 20 µM;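 active = activation at or above 40% of the spot to cytoplasm intensity ratio, with at least 20 cells analyzed; inconclusive = wells under 20 cells, flagged as cytotoxic or low count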;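 note: 0% = DMSO without peptide and 100% = 100 nM NTR1 peptide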
# Target sequence (P30989 whole entry, looked up): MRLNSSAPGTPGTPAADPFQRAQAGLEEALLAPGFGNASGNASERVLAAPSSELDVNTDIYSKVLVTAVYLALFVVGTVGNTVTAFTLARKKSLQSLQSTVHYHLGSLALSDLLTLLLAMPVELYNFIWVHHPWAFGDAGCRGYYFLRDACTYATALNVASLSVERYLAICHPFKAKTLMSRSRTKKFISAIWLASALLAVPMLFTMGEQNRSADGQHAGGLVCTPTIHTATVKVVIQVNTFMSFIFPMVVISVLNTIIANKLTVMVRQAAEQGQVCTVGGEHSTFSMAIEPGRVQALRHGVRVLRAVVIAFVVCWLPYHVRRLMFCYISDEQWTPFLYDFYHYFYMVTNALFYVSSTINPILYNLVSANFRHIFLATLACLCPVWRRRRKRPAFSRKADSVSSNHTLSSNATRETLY
# Siah-1 displacement = Siah-1 peptide-binding antagonists, primary screen, biochemical, fluorescence polarization, rhodamine-plectin, uHTS (AID 1817); Siah-1 / rhodamine-plectin peptide fluorescence polarization; higher % means a stronger effect; displacement, % at 20 µM; hits with a dose series show IC50 in µM; 290,000 tested, 0.02% active;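 active = displacement of at least 50% at 20 µM, with a fluorescence ratio check between 0.3 and a set limit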;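 note: plate controls were Siah plus tracer with DMSO for no effect and tracer alone without Siah for full effect; strong numbers were not always called active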
# Dengue-2 NS5 capping = flavivirus cap methylation enzyme inhibition – biochemical, confirmation dose response, primary screen (AID 588689); Dengue-2 NS5 methyltransferase capping enzyme assay, biochemical; higher % means a stronger effect; inhibition, % at 25 µM, or IC50 in µM where a hit was titrated; 340,000 tested, 0.3% active; in the data active = a potency from the dose series; inconclusive = inhibition above about 29% without an active follow-up result
# AID2073 = inhibitors of Mint1-CaV2.2 protein interaction, biochemical, HTRF (AID 2073); one-dose inhibition, % at 20 µM; IC50 in µM for titrated hits; HTRF protein-protein interaction, Mint1-CaV2.2; higher % means a stronger effect; 290,000 tested, 0.19% active; in the data active = inhibition mostly above about 51%, no sharp cut-off; inconclusive = no clear call, values can overlap the other calls; inactive = mostly below about 53%; note: some results filed as inactive read as strong as hits
# UTI89 phage lysis = inhibition of K1F phage lysis, E. coli UTI89, bacterial capsule biogenesis inhibitors, alamar blue (AID 488966). E. coli UTI89 K1F phage lysis, alamar blue, 2 h; higher % means a stronger effect. one-dose inhibition, % at 100 µM; IC50 in µM for titrated hits. 340,000 tested, 0.02% active;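 active = phage lysis inhibition, versus mean bacterial control, above a set limit; inconclusive = no clear call, values can overlap the other calls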;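 note: capsule biogenesis inhibitors block K1F phage lysis so surviving cells raise fluorescence; higher fluorescence means more inhibition of phage lysis; actives were called in the ten point dose series up to 300 µM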
# NTR1 ag cell count 20 µM = recorded beside NTR1 ag, whose call it bears; cell count; measured here: cell count, cytotoxicity flag
# Numbers without * were called inactive; ? = inconclusive; . = no result given; [ ] = remark or other dose. No enrichment for hits; any-hit rate near 1.6%.
SMILES,SV40 large T antigen,MgcRacGAP inhibition,West Nile antiviral,RSV antiviral HEp-2,NTR1 ag,NTR1 ag cell count 20 µM,Siah-1 displacement,Dengue-2 NS5 capping,AID2073,UTI89 phage lysis
Cc1cc(OCC(O)CN2C(C)CCCC2C)ccc1C(C)C (stereo not drawn),6%,3%,0.2%,-2.5%,1.4,33,-2%,1%,-1%,0.3%
CCOc1ccc(NC(=O)CSc2nnnn2C2CCCC2)cc1,8%,3%,-0.5%,1.1%,0.7,55,1%,-11%,4%,0.5%
O=C(COC(=O)c1ccc2ncsc2c1)NCc1ccc(Cl)cc1,.,2%,.,1.6%,2.9,60,.,0%,.,0.1%[50 µM]
CN(Cc1ccccc1)C(=S)Nc1ccc(OC(F)F)cc1,6%,4%,-0.4%,0.9%,0.0,39,1%,-5%,-22%,3.3%
OCCN(CCO)c1nc2ccccc2[nH]1,6%,10%,0.0%,0.7%,0.2,46,8%,4%,5%,0.2%
NC(=O)c1ccc(NC(=O)COC(=O)CCc2ccc(S(=O)(=O)N3CCCCC3)cc2)cc1,8%,8%,0.3%,0.4%,-0.5,68,18%,-3%,-15%,0.2%
CCN(Cc1ccccc1)C(=O)c1ccc(SC)cc1OC,3%,3%,-0.6%,-1.6%,1.9,60,0%,-2%,-8%,0.1%
Cc1ccc(C(=O)NCc2n[nH]c(=S)n2-c2ccccc2)cc1[N+](=O)[O-],17%,0%,0.2%,1.4%,2.8,52,-6%,-10%,-9%,-1.6%
C=CCn1c(SC(C)C(=O)NCC2CCCO2)nnc1-c1ccc(OC)cc1 (stereo not drawn),.,3%,.,.,-1.9,64,.,-11%,.,1.0%[50 µM]
COc1ccc(C(=O)/C=C/c2ccc(F)cc2)c(OC(=O)c2ccc([N+](=O)[O-])cc2)c1,0%,7%,1.6%,62%,7.0,75,-2%,-2%,1%,-0.6%
COc1ccc2oc(C(=O)Nc3ccc(C)cn3)c(C)c2c1,11%,4%,.,-1.2%,-0.1,51,.,-1%,.,0.8%[50 µM]
O=C(CSC1=NS(=O)(=O)c2cc(Cl)ccc2N1)NCCc1ccccc1,1%,-2%,.,0.0%,-0.2,48,.,-8%,.,-2.1%
CC(C(=O)Nc1ccccc1)N(C)CCOc1ccc(Br)cc1 (stereo not drawn),4%,10%,-1.2%,13%,3.6,83,2%,-14%,-5%,0.1%
CC1=C(C#N)CCC(=O)N1Cc1c(C)cc(C)cc1C,16%,4%,-0.4%,1.7%,0.1,52,-2%,-3%,-4%,0.4%
O=C(CN1CCN(C(=O)c2ccco2)CC1)Nc1ccc(Cl)c(S(=O)(=O)N2CCOCC2)c1,1%,-1%,0.0%,7.0%,1.3,64,6%,-7%,-5%,0.7%
NC(=S)N=Nc1c(O)[nH]c2ccc(F)cc12,2%,-4%,-0.8%,7.8%,1.1,61,-5%,2%,-6%,0.3%[50 µM]
CCOC(=O)c1cnc(SC)nc1Oc1cccc(NC(=O)c2ccc(C)cc2)c1,-1%,3%,0.0%,6.3%,0.3,56,-8%,1%,8%,0.1%
COc1cc(/C=N/n2c(-c3ccccc3)n[nH]c2=S)cc(OC)c1OC,8%,14%,-0.1%,1.9%,0.9,66,-4%,-5%,-66%,0.0%
O=C(CO/N=C/c1ccc(Cl)cc1Cl)NNC(=O)c1ccc(Cl)cc1Cl,7%,6%,0.2%,2.3%,-0.2,47,-2%,-7%,10%,0.6%
COc1ccc(OC)c(NC(=O)COC(=O)CSc2ccc(Cl)cc2)c1,4%,-4%,1.1%,1.2%,1.4,36,2%,-3%,5%,-0.7%
C#CCOCCOCCOCCNc1nc(N2CCN(C(=O)[C@H](CCCN=C(N)N)n3cc(C(N)[C@@H](C)CC)nn3)CC2)nc(N2CCN(C(=O)[C@H](CC(N)=O)n3cc([C@@H](N)C(C)C)nn3)CC2)n1 (stereo partly drawn),.,16%,.,.,-0.2,55,.,-5%,.,1.7%
Cc1c(C(=O)NC(=S)N(Cc2ccccc2)c2ccccn2)cccc1[N+](=O)[O-],.,4%,.,-1.3%,-2.0,52,.,1%,.,-0.3%[50 µM]
CCCn1nc(C(=O)NNC(=O)CCCOc2ccc(C)cc2)c2ccccc2c1=O,8%,10%,-0.4%,1.0%,0.8,66,6%,-4%,-4%,0.0%
Cc1cc(C(=O)OCC(=O)N2CC(C)OC(C)C2)c(C)n1-c1ccccc1 (stereo not drawn),.,6%,.,0.6%,4.6,66,.,2%,.,0.1%[50 µM]
CC1CCCN(C(=O)CNC(=O)Cn2ccc3ccccc3c2=O)C1 (stereo not drawn),-4%,3%,0.0%,1.5%,0.5,92,0%,-3%,-5%,0.3%
# Next structures:
SMILES,SV40 large T antigen,MgcRacGAP inhibition,West Nile antiviral,RSV antiviral HEp-2,NTR1 ag,NTR1 ag cell count 20 µM,Siah-1 displacement,Dengue-2 NS5 capping,AID2073,UTI89 phage lysis
Cc1nnc(N/N=C/c2cccs2)[nH]c1=O,6%,6%,1.1%,-1.0%,0.1,45,2%,-7%,38%,0.4%
CN(Cc1ccc(Cl)cc1)C(=O)CCl,11%,5%,0.5%,0.4%,1.9,23,6%,-16%,-1%,-0.5%
CCOCCCNC(=O)c1cc2sc(Cl)cc2n1CC,-1%,6%,-0.2%,8.5%,0.5,57,1%,-2%,10%,6.0%
Cc1ccc(OCC(=O)Nc2nnc(-c3ccco3)s2)cc1,11%,8%,1.2%,1.5%,0.4,43,4%,1%,27%,0.5%
Cc1onc(-c2ccccc2Cl)c1C(=O)OCC(=O)c1c(N)n(C)c(=O)n(C)c1=O,9%,1%,-1.2%,4.0%,-0.7,30,0%,-1%,-2%,1.0%
COc1cc(/C=C2\C(=N)N3N=C(S(C)(=O)=O)SC3=NC2=O)ccc1OCCOc1ccc(C)cc1,-3%,8%,-0.6%,4.7%,10,81,0%,3%,35%,-0.2%
Cc1ccccc1-c1nnn(CC(=O)Nc2ccc3c(c2)OCO3)n1,-2%,4%,-0.5%,-0.2%,1.9,44,3%,-8%,-4%,-0.2%
CC1CCN(C(=O)c2ccc(N3C(=O)C4CCC(C)CC4C3=O)cc2)CC1 (stereo not drawn),4%,13%,-0.4%,1.5%,-1.6,42,-4%,-4%,2%,0.2%
O=c1[nH]c(CN2CCN(S(=O)(=O)/C=C/c3ccccc3)CC2)nc2ccccc12,1%,3%,-1.1%,0.6%,-0.5,57,-5%,-4%,12%,0.0%
COc1cccc(N(CC(=O)N2CCN(C)CC2)S(=O)(=O)c2ccccc2)c1,-1%,1%,-0.5%,0.7%,-0.5,63,-2%,-4%,-4%,2.4%
CC(=O)c1c(C)[nH]c(C(=O)C(C)Sc2nnc(NC3CC3)s2)c1C (stereo not drawn),.,8%,.,1.6%,-2.1,71,.,-9%,.,0.4%[50 µM]
CCOC(=O)C1(Cc2ccccc2C)CCCN(C(=O)c2ccoc2)C1 (stereo not drawn),-1%,4%,-1.1%,0.4%,0.0,62,1%,-8%,14%,-1.0%[50 µM]
COc1ccc(CN2C(=O)c3ccccc3C2C(=O)NC2CCCC(C)C2C)c(OC)c1 (stereo not drawn),3%,6%,-1.1%,.,.,.,2%,-1%,12%,0.6%
Cc1ccc(-c2nnc(N3CCN(C(=O)CN4CCOCC4)CC3)c3ccccc23)cc1,16%,12%,0.1%,0.7%,2.8,63,4%,3%,5%,-0.1%
CC(NC(=O)COc1ccc(-c2ccccc2)cc1)C1CCCO1 (stereo not drawn),0%,0%,-0.9%,2.5%,1.9,57,3%,3%,7%,-0.7%[50 µM]
NC(=O)COn1c(SCC(N)=O)nc2ccccc2c1=O,11%,14%,?,3.3%,-0.7,47,-2%,12%,8%,-1.6%
C/C(CC(=O)Nc1ccc([N+](=O)[O-])cc1)=N\NC(=O)c1ccccc1O,6%,3%,0.8%,0.1%,2.6,57,6%,0%,0%,1.2%
O=C(O)Cn1cc(/C=N/Nc2ccc([N+](=O)[O-])cn2)c2ccccc21,9%,.,-0.1%,0.9%,-0.5,78,-2%,-20%,-11%,-0.9%[50 µM]
COc1ccc2nc(NC(=O)c3ccco3)sc2c1,9%,11%,-0.9%,1.6%,-1.4,54,5%,-1%,1%,1.6%
CCC(C)Sc1cccc(-c2nc3ccc(Cl)cn3c2NCc2ccccc2)c1 (stereo not drawn),9%,8%,.,8.9%,-2.3,94,.,-9%,.,0.9%
O=C(Nc1cnn(Cc2ccc(F)cc2)c1)c1cc2nc(-c3ccco3)cc(C(F)(F)F)n2n1,20%,10%,0.5%,-0.7%,4.7,57,1%,0%,22%,-0.1%
Cc1ccc2cc(C#N)c(SCC(=O)N3CCCc4ccccc43)nc2c1C,7%,-2%,.,3.0%,4.1,37,-1%,-4%,43%,0.5%[50 µM]
CC#CCN(Cc1ccco1)C(=O)C1CCC(=O)N(Cc2ccccc2F)C1 (stereo not drawn),5%,9%,-1.2%,2.3%,0.5,75,14%,1%,-6%,-0.1%
CCOC(=O)C1=C(O)/C(=C/c2cc(OC)c(OC)c(OC)c2)SC1=Nc1ccc(OC)cc1,9%,12%,.,1.3%,21,37,4%,-2%,22%,-0.3%
NC1=NC(=Nc2cccc(S(=O)(=O)N3CCOCC3)c2)c2ccccc21,9%,13%,0.2%,1.4%,0.0,49,-3%,-14%,7%,-0.9%[50 µM]
COc1ccc(C2c3c(C)nn(-c4ccccc4)c3NC(=O)N2c2ccccc2)cc1 (stereo not drawn),16%,14%,-1.1%,-2.4%,0.8,86,-1%,-4%,8%,0.4%

# Arranged by count of non-hydrogen atoms (smallest number first): part of the list above
SMILES,SV40 large T antigen,MgcRacGAP inhibition,West Nile antiviral,RSV antiviral HEp-2,NTR1 ag,NTR1 ag cell count 20 µM,Siah-1 displacement,Dengue-2 NS5 capping,AID2073,UTI89 phage lysis
CN(Cc1ccc(Cl)cc1)C(=O)CCl,11%,5%,0.5%,0.4%,1.9,23,6%,-16%,-1%,-0.5%
CC(NC(=O)COc1ccc(-c2ccccc2)cc1)C1CCCO1 (stereo not drawn),0%,0%,-0.9%,2.5%,1.9,57,3%,3%,7%,-0.7%[50 µM]
NC1=NC(=Nc2cccc(S(=O)(=O)N3CCOCC3)c2)c2ccccc21,9%,13%,0.2%,1.4%,0.0,49,-3%,-14%,7%,-0.9%[50 µM]
CC#CCN(Cc1ccco1)C(=O)C1CCC(=O)N(Cc2ccccc2F)C1 (stereo not drawn),5%,9%,-1.2%,2.3%,0.5,75,14%,1%,-6%,-0.1%
CCOC(=O)C1=C(O)/C(=C/c2cc(OC)c(OC)c(OC)c2)SC1=Nc1ccc(OC)cc1,9%,12%,.,1.3%,21,37,4%,-2%,22%,-0.3%
